# High-throughput results as filed in PubChem BioAssay.
# CHO-K1 Ca antag – nonselective inhibitor or artifact in parental CHO-K1 cells. ATP-induced calcium, Fluo-8 fluorescence. 360,000 tested, 0.6% active. inhibition, % at 3 µM. AID 602250;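 active = inhibition above a per-plate cutoff, the plate's mean sample inhibition plus 3 SD, cut at about 24% in these data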;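 also: 0% = DMSO plus EC80 ATP and 100% = DMSO alone without ATP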
# CHRM1 agonist – activates human CHRM1 receptor. CHO-K1 hM1, Fluo-8 calcium fluorescence, agonist mode; 0% DMSO, 100% acetylcholine EC100. AID 588814. activation, % at 3 µM. P11229. 360,000 tested, 0.33% active;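 active = activation above the run's mean compound activation plus 3 SD, cut at about 16% in these data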;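 also: peak over basal fluorescence ratio within a 140 s kinetic read after compound addition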
# Target sequence (P11229 whole entry, looked up): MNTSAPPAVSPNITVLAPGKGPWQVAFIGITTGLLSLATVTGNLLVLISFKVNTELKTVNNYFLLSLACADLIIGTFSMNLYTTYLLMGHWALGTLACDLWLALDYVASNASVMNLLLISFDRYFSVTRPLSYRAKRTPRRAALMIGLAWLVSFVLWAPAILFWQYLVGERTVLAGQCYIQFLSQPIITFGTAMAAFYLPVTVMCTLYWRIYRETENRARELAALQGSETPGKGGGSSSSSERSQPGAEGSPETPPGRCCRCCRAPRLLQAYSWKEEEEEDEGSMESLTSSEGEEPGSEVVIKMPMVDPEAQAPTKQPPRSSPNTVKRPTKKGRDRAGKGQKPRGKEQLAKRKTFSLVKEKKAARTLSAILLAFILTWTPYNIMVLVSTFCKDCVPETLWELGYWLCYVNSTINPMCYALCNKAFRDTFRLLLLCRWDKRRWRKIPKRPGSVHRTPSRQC
# CHRM4 agonist – CHRM4 agonism in calcium assay; CHO-K1 hM4/Gqi5, Fluo-8 calcium fluorescence; vehicle 0%, full acetylcholine response 100%; activation, % at 3 µM; 360,000 tested, 0.14% active; AID 624127;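 active = activation above the run mean over all test wells plus 3 SD, cut at about 32% in these data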;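 also: peak over basal fluorescence ratio per well then scaled between controls; 0% = DMSO wells and 100% = acetylcholine at EC100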
# Target sequence (P08173 whole entry, looked up): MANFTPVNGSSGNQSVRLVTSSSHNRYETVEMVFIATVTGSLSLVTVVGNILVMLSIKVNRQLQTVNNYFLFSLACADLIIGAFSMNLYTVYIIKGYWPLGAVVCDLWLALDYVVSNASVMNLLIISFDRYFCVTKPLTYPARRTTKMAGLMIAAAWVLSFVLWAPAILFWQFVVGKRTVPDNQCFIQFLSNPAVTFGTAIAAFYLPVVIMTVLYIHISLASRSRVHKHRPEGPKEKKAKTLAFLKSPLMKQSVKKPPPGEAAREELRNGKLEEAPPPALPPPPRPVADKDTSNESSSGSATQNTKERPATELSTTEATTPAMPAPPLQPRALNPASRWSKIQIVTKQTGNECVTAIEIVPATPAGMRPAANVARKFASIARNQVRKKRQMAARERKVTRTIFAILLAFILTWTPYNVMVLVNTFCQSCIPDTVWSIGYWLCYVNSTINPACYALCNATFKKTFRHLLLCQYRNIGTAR
# M4 antag – antagonists of human muscarinic M4 receptor (CHRM4); P08173; CHO-hM4 cells, ACh EC80, Fluo-8 calcium fluorescence; inhibition, % at 3 µM; 360,000 tested, 0.73% active; AID 624125;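 active = inhibition above its plate's cutoff, the mean inhibition of sample wells plus 3 SD, cut at about 27% in these data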;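 also: 0% = acetylcholine EC80 with DMSO and 100% = DMSO without agonist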
# CHRM1 antagonist – antagonists of human M1 muscarinic receptor; P11229; CHO-K1 hM1, Fluo-8 calcium fluorescence, ACh EC80 antagonist; inhibition, % at 3 µM; 360,000 tested, 1.3% active;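 active = percent inhibition above its own plate's cutoff, namely the mean of that plate's compound wells plus 3 SD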;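 also: peak over basal fluorescence ratio during 140 s after agonist addition; 0% = ACh EC80 plus DMSO and 100% = DMSO alone without agonist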
# M1 ag parental – M1 agonist counterscreen hit in parental CHO-K1 cells | 360,000 tested, 0.48% active | AID 602248 | activation, % at 3 µM | Fluo-8 calcium fluorescence; scaled to maximal ATP response, vehicle zero; in the data active = activation above about 15%;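 also: untransfected CHO-K1 host cells lacking M1 receptor as counterscreen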
# CHO parental Ca – counter-screen for OX1R antagonists: effect in parental CHO cells. parental CHO-K1, ATP-induced calcium, Fluo-8 fluorescence. inhibition, % at 5.6 µM. 330,000 tested, 0.63% active. AID 463079;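 active = inhibition above that plate's mean sample inhibition plus 3 SD, cut at about 26% in these data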;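 also: 0% = ATP-challenged DMSO wells and 100% = DMSO wells without ATP; some compounds past the cut are filed as inactive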
#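 Assay system: untransfected parental CHO cell line. Also added: ATP agonist challenge. Dosing: one dose, 5.6 µM nominal. Measured by: Fluo-8 fluorescence. Read-out: % inhibition. Benchmarks: ATP wells versus no-ATP DMSO wells. Repeats: no replicates.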
# CHRM1 PAM – human CHRM1 positive allosteric modulation; 360,000 tested, 0.088% active; P11229; activation, % at 3 µM; CHO-K1 hM1, Fluo-8 calcium fluorescence, ACh EC20; 0% = ACh EC20, 100% = maximal ACh; in the data active = activation above about 19%, passing the limit was not always enough
# OXTR potentiator – potentiates the human oxytocin receptor response. P30559. CHO-OTR cells, Fluo-8 calcium fluorescence, potentiator mode; 0% = oxytocin EC15, 100% = EC100. activation, % at 3 µM. 320,000 tested, 0.061% active;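 active = activation above that plate's cutoff, the mean activation of tested compounds plus 3 SD, cut at about 6.6% in these data, passing the limit was not always enough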;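 also: 100% uses oxytocin at 75 nM as the full agonist control; some results filed as inactive read as strong as hits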
#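 System: human OTR in CHO cells / Also added: sub-maximal oxytocin, roughly EC15 / Control set: EC15 oxytocin low, 75 nM oxytocin high / Schedule: 6 min compound pre-incubation at room temperature, 100 s kinetic read / Compound: single-point 3.0 µM / Replication: singlicate / Technique: Fluo-8 calcium dye fluorescence / Read-out basis: % activation of max/min ratio relative to oxytocin controls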
# Numbers without * were called inactive; / = not tested or not shown.
SMILES,CHO-K1 Ca antag,CHRM1 agonist,CHRM4 agonist,M4 antag,CHRM1 antagonist,M1 ag parental,CHO parental Ca,CHRM1 PAM,OXTR potentiator
COc1ccc(NC(=O)CC2Nc3ccccc3NC2=O)c([N+](=O)[O-])c1 (stereo not given),-13,-2,1,1,14,1.4,-3,-1,-16
CC(=O)CSc1nc(-c2cccs2)c(C#N)c(=O)[nH]1,-6,-1,1,-1,-2,6.8,/,3,/
Cc1ccc(S(=O)(=O)Nc2ccc(Br)cc2C(NCC(=O)O)c2ccccc2)cc1 (stereo not given),-3,-2,0,-15,-2,-0.5,-6,9,-11
CC(C)(C)c1ccc(C(=O)NC(=S)NCc2cccnc2)cc1,-5,-8,2,-17,8,2.6,-4,-16,-5
COC(=O)C(C)(C)ONC(=O)Nc1ccccc1Cl,0,-4,0,-1,3,0.7,-7,-1,-2
N#CC(C#N)=CNc1cccnc1,-13,-1,1,-5,-18,0.9,-8,11,7
O=C(Nc1nnc(C2=COCCO2)o1)c1ccc([N+](=O)[O-])s1,-15,-1,1,3,-10,0.6,3,8,4
CC(Oc1ccc2c3c(c(=O)oc2c1)CCC3)C(=O)NC1CCN(Cc2ccccc2)CC1 (stereo not given),-21,-14,0,6,2,0.3,-15,-13,12
NC(=O)COC(=O)CSc1ccc2ccccc2c1,2,-4,18,9,20,5.7,1,-8,-11
CCc1ccc(C2C(C#N)=C(N)Oc3cc(N)ccc32)cc1 (stereo not given),-7,-5,1,-6,5,0.8,-2,-4,-2
O=C(Cc1ccc(Cl)cc1)NN1C(=O)c2ccccc2C1=O,2,-7,2,-6,-6,-0.2,10,8,-3
COc1ccc(N=Cc2sc3ccccc3c2Cl)cc1,1,-2,13,6,2,-0.1,1,-3,-5
O=C(NNC(=O)c1cccc(-n2cccc2)c1)c1ccc(F)cc1,-2,0,2,8,-9,0.4,-9,4,-5
C/C(=N\Nc1ccc(C(=O)O)cc1)c1ccc2c(c1)Nc1ccccc1S2,-11,-4,4,1,-6,5.6,1,3,-6
CC(NC(=O)c1ccccc1)C(=O)NC1CCCc2ccccc21 (stereo not given),7,-2,2,-4,15,0.6,/,1,/
Cc1ccc(NS(=O)(=O)c2ccc(C)c(NC(=S)NCCN3CCOCC3)c2)c(C)c1,-25,-4,2,-1,-5,0.9,-19,6,-9
O=C(Nc1ccc2c(c1)CCC2)c1cccc(S(=O)(=O)Nc2ccccc2Cl)c1,-2,-6,4,2,-10,3.3,-20,1,-7
Cc1ccc(C(=O)N/N=C\c2ccc(-c3ccc([N+](=O)[O-])cc3)o2)cn1,9,-2,13,3,16,4.7,-8,-8,-9
CC(=O)c1ccc(Nc2nc(C(N)Cc3ccc(C(F)(F)F)cc3)cs2)cc1 (stereo not given),-8,8,20,1,-3,4.9,/,3,/
CCCNC(=O)C1CC(c2ccccc2C(F)(F)F)=NO1 (stereo not given),-10,-2,1,5,-8,0.9,-18,6,8
C=CCNCCOc1cccc(Br)c1,-8,-7,2,-5,-1,1.2,-4,4,-3
CCCCc1nc2cc(C(=O)N3CCCC(COC)C3)ccc2o1 (stereo not given),-1,-6,1,-7,-5,0.5,-19,4,-6
CC(C)n1c(-c2cccnc2)nc2cnccc21,-1,-3,0,17,-6,0.1,0,8,-6
CCN(CC)S(=O)(=O)c1ccc(N2CCOCC2)c(NC(=O)c2ccccc2F)c1,-5,-3,1,-3,-6,0.7,-5,6,-3
COc1ccc(CCN2CCCC(CN(C)C(=O)c3ccoc3)C2)cc1 (stereo not given),5,-5,0,-3,4,-0.2,/,-2,/

# Compound profiles, as listed above. Screens in order: CHO-K1 Ca antag, CHRM1 agonist, CHRM4 agonist, M4 antag, CHRM1 antagonist, M1 ag parental, CHO parental Ca, CHRM1 PAM, OXTR potentiator
# `CC(C)(C)c1ccc(C(=O)NC(=S)NCc2cccnc2)cc1` is listed as -5, -8, 2, -17, 8, 2.6, -4, -16, -5
# `CC(NC(=O)c1ccccc1)C(=O)NC1CCCc2ccccc21` (stereo not given) is listed as 7, -2, 2, -4, 15, 0.6, /, 1, /
# `O=C(Cc1ccc(Cl)cc1)NN1C(=O)c2ccccc2C1=O` is listed as 2, -7, 2, -6, -6, -0.2, 10, 8, -3
# `CCN(CC)S(=O)(=O)c1ccc(N2CCOCC2)c(NC(=O)c2ccccc2F)c1` is listed as -5, -3, 1, -3, -6, 0.7, -5, 6, -3
# `N#CC(C#N)=CNc1cccnc1` is listed as -13, -1, 1, -5, -18, 0.9, -8, 11, 7

# Additional entries follow.
SMILES,CHO-K1 Ca antag,CHRM1 agonist,CHRM4 agonist,M4 antag,CHRM1 antagonist,M1 ag parental,CHO parental Ca,CHRM1 PAM,OXTR potentiator
Cc1cc(=O)n2nc(N3CCCC(C(=O)NC4CCCCC4C)C3)sc2n1 (stereo not given),-20,-4,1,-5,-7,0.5,-5,3,-13
O=C(Cc1ccc(NC(=O)C2CCCN(C(=O)C3CCC3)C2)cc1)Nc1cccc(C(=O)N2CCCCC2)c1 (stereo not given),-16,-7,0,-4,-5,0.5,/,3,/
Cc1ccc(OC(=O)c2ccc(Cl)c([N+](=O)[O-])c2)cn1,-4,-3,14,5,7,5.0,-8,-5,-3
CC1CCCC(C)N1C(=O)c1cccc2c1-c1ccccc1/C2=N/O (stereo not given),-12,2,0,1,-36,0.8,-15,10,-5
N#Cc1c(-c2ccc(Cl)cc2)c2c([nH]c1=S)CCCC2,-8,-6,2,-2,0,1.2,15,-3,-14
CCCCC(O)CN1CCC(c2ccccc2)CC1 (stereo not given),-13,-5,1,-7,-10,1.3,8,5,2
O=C(CSc1nnc(-c2ccncc2)o1)Nc1cccc(F)c1,-6,-3,1,1,-2,2.5,-24,1,-11
O=C(Nc1nccs1)c1ccc(COc2ccc(Cl)cc2)o1,-9,-4,10,-4,19,5.0,-21,-12,-11
Cc1ccc2c(c1)c1nc3ccccc3nc1n2CCN1CCOCC1,-3,-4,4,1,1,1.0,-4,0,-3
Cc1ccc2nc(SC(C)C(=O)Nc3cccc([N+](=O)[O-])c3)[nH]c2c1 (stereo not given),-2,-3,5,10,3,6.9,-5,-3,-16
CCCC(=O)O[C@H]1C[C@@H](C)N(C(=O)c2ccccc2)c2ccc(C)cc21,-4,-5,-3,11,9,-0.8,-23,-13,-13
CN(C)CCCn1c(N)c(C#N)c2nc3ccccc3nc21,0,0,2,-1,-25,2.3,-2,20,-1
CC(=O)Nc1cc(C(F)(F)F)ccc1N1CCOCC1,-30,-13,1,-6,1,-0.4,-8,2,-7
O=C(CCCn1c(=O)c2sccc2n(Cc2cc(=O)n3ccccc3n2)c1=O)NCc1ccco1,-9,-4,1,-2,-11,0.5,-6,7,-5
CC(C)Cn1c(N)c(C(=O)COC(=O)c2ccc([N+](=O)[O-])o2)c(=O)n(C)c1=O,-12,-3,8,0,2,9.8,-11,-2,-12
COc1ccccc1-c1nnc(SCC(=O)Nc2ccc(N3CCOCC3)cc2)n1C,-10,-4,1,-5,-17,1.6,-7,11,2
COc1ccccc1NC(=O)c1oc2ccccc2c1NC(=O)c1cc(OC)c(OC)c(OC)c1,-19,-3,1,-1,-5,0.3,-27,4,-6
Cc1ccc(OCc2nnc(SCC(=O)c3cccs3)n2-c2ccccc2)cc1C,3,0,0,8,-19,0.0,-15,3,-21
COC(=O)c1cccc(COC(=O)c2cc3ccccc3oc2=O)c1,-7,-8,2,1,-16,1.6,-21,3,-4
CC(C)Sc1nc2c(c(=O)[nH]c(=O)n2C)n1C,-11,-4,0,2,-3,0.6,8,2,-7
C=CCC(=O)OCC(=O)Nc1ccc(Cl)cn1,-11,-1,0,4,-3,0.7,-16,2,1
O=C1CCC(C(=O)NCc2cccnc2)N1 (stereo not given),-8,-3,1,8,-8,0.1,-1,10,-8
CN(C)Cc1cc(C(C)(C)C)cc(C(C)(C)C)c1O,2,-2,0,0,-5,0.3,-8,2,3
Cc1ccc(Cl)cc1NC(=O)C1CCN(S(C)(=O)=O)CC1,-3,-6,0,9,2,-0.1,0,4,-17

# Five compounds from above, showing only CHO-K1 Ca antag.
SMILES,CHO-K1 Ca antag
Cc1ccc2c(c1)c1nc3ccccc3nc1n2CCN1CCOCC1,-3
Cc1ccc2nc(SC(C)C(=O)Nc3cccc([N+](=O)[O-])c3)[nH]c2c1 (stereo not given),-2
CCCC(=O)O[C@H]1C[C@@H](C)N(C(=O)c2ccccc2)c2ccc(C)cc21,-4
CN(C)CCCn1c(N)c(C#N)c2nc3ccccc3nc21,0
CC(=O)Nc1cc(C(F)(F)F)ccc1N1CCOCC1,-30

# In a second layout: results already given.
SMILES | CHO-K1 Ca antag | CHRM1 agonist | CHRM4 agonist | M4 antag | CHRM1 antagonist | M1 ag parental | CHO parental Ca | CHRM1 PAM | OXTR potentiator
O=C(Nc1nccs1)c1ccc(COc2ccc(Cl)cc2)o1 | -9 | -4 | 10 | -4 | 19 | 5.0 | -21 | -12 | -11
COc1ccccc1NC(=O)c1oc2ccccc2c1NC(=O)c1cc(OC)c(OC)c(OC)c1 | -19 | -3 | 1 | -1 | -5 | 0.3 | -27 | 4 | -6
